# aSyn yeast inh: qHTS of alpha-syn Inhibitors | Yeast expressing alpha-synuclein, growth rescue, BacTiter-Glo, 24 h | Potency, µM (top dose mostly 46.1 µM), for the others: top-dose growth rescue (activation), usual class: activators | 370,000 tested, 0.14% active | AID 652106, 2013; further: potency means the concentration at half of the fitted maximal effect; % of control where 0% means no effect; nearly all actives have a fitted effect of over 65% in size
#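 Rescue of yeast growth: cells expressing toxic alpha-synuclein, induced in galactose at OD600 0.02, incubated with compound 24 h at 30 C. ATP luminescence quantified growth; inhibitors of toxicity appear as activators.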
# GLP-1R inv ag: qHTS of GLP-1 Receptor Inverse Agonists (Inhibition Mode) | Glucagon-like peptide 1 receptor (Homo sapiens), P43220 | HEK293 GLP-1R CRE-luciferase, luminescence, 24 h; GLP-1R form is constitutively active | Potency, µM (series often up to 38.3 µM), without a hit: top-dose activity change, negative = inhibition, hits mostly inhibitors | 410,000 tested, 1.6% active | AID 624417, 2012; further: potency means the concentration at half of the fitted maximal effect; on the % scale 0 is the no-effect control and ±100 the full control effect; nearly all actives have a fitted effect of over 55% in size
# Target sequence (P43220 whole entry, looked up): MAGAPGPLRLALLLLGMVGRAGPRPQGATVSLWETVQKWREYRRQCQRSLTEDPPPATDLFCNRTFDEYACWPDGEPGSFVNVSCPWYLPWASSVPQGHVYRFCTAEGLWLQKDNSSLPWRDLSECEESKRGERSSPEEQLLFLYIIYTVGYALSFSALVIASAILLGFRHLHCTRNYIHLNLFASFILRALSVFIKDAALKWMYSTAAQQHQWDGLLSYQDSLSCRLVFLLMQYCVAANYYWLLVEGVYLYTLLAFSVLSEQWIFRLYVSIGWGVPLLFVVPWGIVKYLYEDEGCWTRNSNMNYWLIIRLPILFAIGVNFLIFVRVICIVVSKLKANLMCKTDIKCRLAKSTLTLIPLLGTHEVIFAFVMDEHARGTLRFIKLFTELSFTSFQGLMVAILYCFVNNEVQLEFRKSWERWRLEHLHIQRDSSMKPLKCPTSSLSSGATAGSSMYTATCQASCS
#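 Luminescence readout: a drop in cAMP-driven luciferase signal flags inverse agonism at a constitutively active GLP-1R stably expressed in HEK293. Compound exposure lasted 24 hr at 37 deg C, 5% CO2.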
# FUS yeast rescue: qHTS for Suppressors of FUS Proteinopathy: Primary screen using FUS-linked yeast assay; Potency, µM (doses to about 76.6 µM), for inactives: at the top dose growth rescue (activation), hits mostly activators; S. cerevisiae FUS-expressing, growth rescue, OD600, 24 h; 390,000 tested, 0.24% active;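 further: potency means the concentration at half of the fitted maximal effect; plate controls were DMSO vehicle for no effect and reference control for full effect; nearly all actives have a fitted effect of over 55% in size; some results filed as inactive show a strong effect at the top dose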
#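 Restored growth of FUS-toxic S. cerevisiae, read as 600 nm absorbance after 24 h at 30C in galactose medium (starting OD 0.005). Controls CP55940 and DMSO.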
# TDP-43 yeast inh: qHTS of TDP-43 Inhibitors | TDP-43 expressing yeast growth rescue, BacTiter-Glo, 24 h | Potency, µM (top dose mostly 46.1 µM), inactives show at the top dose growth rescue (activation), usual class: activators | 410,000 tested, 1.8% active | AID 652104, 2013; further: potency means the concentration at half of the fitted maximal effect; % of control where 0% means no effect; nearly all actives have a fitted effect of over 50% in size
#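 In this qHTS, compounds that restore growth of yeast expressing TDP-43 appear as activators. Cells (OD600=0.02, galactose medium, raffinose-pregrown) are incubated with compound 24 hr at 30 deg C and growth is quantified by BacTiter-Glo.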
# PTHR1 ag: qHTS for PTHR1 Agonists: Primary Screen | AID 743266, 2014 | Potency, µM (top dose mostly 115 µM), for inactives: at the top dose activation, actives largely listed as activators | 410,000 tested, 0.075% active | HEK293 GP2 PTHR1 cells, GloSensor cAMP luminescence, 1 h; further: potency means the concentration at half of the fitted maximal effect; nearly all actives have a fitted effect of over 55% in size; some results filed as inactive show a strong effect at the top dose; inactives centre near -15; many of its hits are not listed in these tables
# Target sequence (Q03431 whole entry, looked up): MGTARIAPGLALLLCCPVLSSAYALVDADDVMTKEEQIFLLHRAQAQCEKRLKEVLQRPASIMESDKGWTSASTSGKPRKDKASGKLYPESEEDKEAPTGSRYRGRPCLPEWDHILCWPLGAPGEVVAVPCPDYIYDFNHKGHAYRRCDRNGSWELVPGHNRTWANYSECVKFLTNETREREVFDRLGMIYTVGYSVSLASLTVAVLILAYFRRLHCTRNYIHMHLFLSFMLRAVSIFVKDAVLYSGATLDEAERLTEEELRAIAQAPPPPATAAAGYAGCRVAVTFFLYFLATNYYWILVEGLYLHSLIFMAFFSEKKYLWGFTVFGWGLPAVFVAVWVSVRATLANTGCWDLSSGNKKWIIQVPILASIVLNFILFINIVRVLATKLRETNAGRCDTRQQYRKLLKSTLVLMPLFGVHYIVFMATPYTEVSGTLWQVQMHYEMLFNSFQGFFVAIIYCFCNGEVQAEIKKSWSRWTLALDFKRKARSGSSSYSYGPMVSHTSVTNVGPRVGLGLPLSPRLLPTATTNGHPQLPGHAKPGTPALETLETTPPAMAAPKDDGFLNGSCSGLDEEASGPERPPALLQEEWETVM
#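 HEK-293-derived GP2 cells expressing PTHR1 and a GloSensor cAMP reporter, 3,000/well, plated overnight, given luciferin plus IBMX (each 0.5 mM as added) for 1 h at 37 °C, then compound for 1 h at 37 °C. Luminescence was read after 15 min at room temperature.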
# pAkt inh: HTS Assay for Inhibitors of Akt Phophorylation: Primary Screen | Neuro2A IGF-stimulated pAkt S473 HTRF, 20 min; hits give low values | activity change, % for hits at 50 µM | 360,000 tested, 0.32% active | AID 651550, 2012; in the data active means activity change below about -80%; inconclusive means mostly about -51% to -80%; further: on the % scale 0 is the no-effect control and ±100 the full control effect
#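 Neuro2A cells in DMEM with 0.5% FBS, overnight at 37 deg C, given compound at single 50 µM final, then IGF (6 nM final) for 20 min at 37 deg C. Lysed; phospho-Akt Ser473 by HTRF after 24 h, 665/615 ratio.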
# Abeta rescue: qHTS for compounds that reverse cellular toxicity of Amyloid beta (A-beta) peptide in yeast: Primary Screen; 410,000 tested, 0.063% active; yeast expressing A-beta42, growth rescue, OD600, 48 h; response scale: 0% DMSO, 100% iron-clioquinol control; Potency, µM (highest dose often 46.1 µM), for inactives: at the highest dose growth rescue, most hits filed as activators; further: potency means the concentration at half of the fitted maximal effect; nearly all actives have a fitted effect of over 55% in size
#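 Growth rescue measured by 600 nm absorbance after 48 h yeast culture at 30 C with compound. Values normalized between DMSO and an equimolar ferric chloride plus clioquinol control.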
# D3 antag: qHTS of D3 Dopamine Receptor Antagonist: qHTS | D(3) dopamine receptor (Homo sapiens), P35462 | D3R cells, DiscoveRx beta-arrestin luminescence, antagonist mode; hits give low values | max response, negative = inhibition, % | 360,000 tested, 2.5% active; in the data active means max response below about -50%; inconclusive means no clear call, values can overlap the other calls; further: on the % scale 0 is the no-effect control and ±100 the full control effect; mostly tested at two doses, the higher about 12 µM
#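 Cells expressing the human receptor were seeded at 1500 cells/well, incubated overnight at 37 degrees C in 5% CO2, then exposed to library compounds with dopamine controls for 90 minutes at 37 degrees C before luminescent detection.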
# GLP-1R agonist: qHTS of GLP-1 Receptor Agonists | HEK293 GLP-1R CRE-luciferase, luminescence, 4-6 h; cells express a hypersensitive GLP-1R form | AID 624172, 2012 | 380,000 tested, 0.007% active | Glucagon-like peptide 1 receptor (Homo sapiens), P43220 | Potency, µM (doses to about 45.6 µM), for the others: top-dose activation, most hits filed as activators; further: potency means the concentration at half of the fitted maximal effect; % of control where 0% means no effect
# * = called active by the depositor; i = inactive; ? = inconclusive; · = not tested or not shown; & = joins results of further samples; [ ] = dose if it differs, or a comment. Unless noted, the call rests on the fitted dose curve; in most records, active means well fitted curve in the direction sought with a large enough effect; inconclusive means small, poorly fitted or top-dose-only effect, or another doubt; inactive means no such curve, though single readings can be large; an effect the other way counts as inactive or inconclusive. A portion of the library; the hit share may differ from the screen's.
item	Molecule	aSyn yeast inh	GLP-1R inv ag	FUS yeast rescue	TDP-43 yeast inh	PTHR1 ag
1	COc1ccccc1N(CC(O)Cn1ccnc1C)S(=O)(=O)c1ccccc1 (configuration not stated)	-4%	1%	9%	-16%	i
2	Cc1ccc(NC(=O)C2(C)CCN2Cc2csc3ccccc23)cc1 (configuration not stated)	24%	?	10%	0%	-18%
3	COc1cc(C2NC(=O)NC(C)=C2C(=O)OCC2CCCCC2)cc(Cl)c1O (configuration not stated)	-7%	21%	31%	11%	12%
4	Cc1cc(NC(=O)CSc2nnc3c(C)cc4c(C)ccc(C)c4n23)no1	4%	0%	7%	-3%	i
5	O=C(CCn1cccc1)NCCc1ccc(Cl)cc1	-1%	?	5%	12%	-4%[57.5 µM]
6	COc1cccc(NC(=O)C2C3C=CC4(O3)C2C(=O)N(CCCN2CCC(C)CC2)C4C(=O)NC2CCCCC2)c1 (configuration not stated)	-4%	-17%	23%	6%	7%
7	Cc1ccccc1S(=O)(=O)NC(=O)C1(C)CCN1C(=O)Cc1cccs1 (configuration not stated)	-9%	0%	-17%	0%	-7%
8	Cc1ccc(NC(N)=S)cc1C	6%	0%	·	19%	19%
9	O=C(CCCNC(=O)c1ccc(Cl)cc1)NCc1ccccc1F	6%	?	15%	-6%	i
10	CN1CCCC2(CCCN(Cc3nc(Cc4cccc(C(F)(F)F)c4)no3)C2)C1 (configuration not stated)	-3%	?	-5%	-10%	i

item	pAkt inh	Abeta rescue	D3 antag	GLP-1R agonist
1	i	-10%	-20	15%
2	i	8%	15	8%
3	i	15%	0	13%
4	i	7%	5	-10%
5	i	-11%	0	-4%
6	i	-7%	-16	0%
7	i	-21%	0	-7%
8	i	12%	-18	7%
9	i	6%	-6	10%
10	i	9%	-4	-4%

# (list continues)
item	Molecule	aSyn yeast inh	GLP-1R inv ag	FUS yeast rescue	TDP-43 yeast inh	PTHR1 ag
11	COc1cc(OC)cc(C(C(=O)NCc2ccccc2)N(Cc2ccco2)C(=O)c2ccno2)c1 (configuration not stated)	-1%	-33%	18%	5%	-15%
12	COc1ccc(CCNC(=O)CN2c3cccc4cccc(c34)S2(=O)=O)cc1OC	-3%	62%[activator]	18%	-19%	i
13	O=C(CN1CCN(S(=O)(=O)c2ccccc2)CC1)Nc1ccc2c(c1)CCC2	3%	?	29%	-5%	-25%
14	CCN(C(=O)Cn1c(=O)oc2cc(S(=O)(=O)N3CCCCCC3)ccc21)c1cccc(C)c1	·	8%	32%	10%	-17%
15	Cc1ccc(C)c(NC(=S)NCC(c2ccccc2)N(C)C)c1 (configuration not stated)	-8%	?	11%	-8%[9.22 µM]	i
16	COc1ccc(-n2nc3c(N4CCC(C(=O)N5CCC(C)CC5)CC4)nnc(C)c3c2C)cc1	1%	-1%&12%	4%&-6%	6%&15%	i
17	CCn1c2c(c(=N)c3c1CCC3)CCC2	0%	0%	21%	4%	-18%
18	Cc1cc(Br)c(NC(=O)COC(=O)c2ccc[n+]([O-])c2)c(Br)c1	10%	8%	7%	20%	i
19	CCOc1ccccc1C(=O)Nc1nc2c(s1)CC(C)CC2 (configuration not stated)	·	7%	13%	?	i
20	NC(=O)c1ccccc1NC(=O)c1ccc2ccccc2c1	-21%	-12%	20%	17%	-26%

item	pAkt inh	Abeta rescue	D3 antag	GLP-1R agonist
11	i	-3%	-16	9%
12	i	6%	12	24%
13	i	-2%	-53*	16%
14	·	14%	·	·
15	i	-5%	-60*	7%
16	·	-17%&-8%	1	7%
17	i	-2%	-16	2%
18	i	4%	7	9%
19	·	5%	·	·
20	i	0%	3	2%

# The list goes on:
item	Molecule	aSyn yeast inh	GLP-1R inv ag	FUS yeast rescue	TDP-43 yeast inh	PTHR1 ag
21	O=[N+]([O-])c1ccc2nc(C(O)C(O)c3nc4ccc([N+](=O)[O-])cc4[nH]3)[nH]c2c1 (configuration not stated)	-3%	-8%	-11%	12%	i
22	CCOC(=O)c1cccc(Nc2ccc3cc(S(=O)(=O)N4CCCCC4)ccc3n2)c1	·	?	6%	12%	-2%
23	Cn1c(=O)c2cn3c(c2n(C)c1=O)C(c1ccccc1)CC(c1ccccc1)=N3 (configuration not stated)	4%	-14%	10%	?	-7%
24	CCOCCCn1c(=N)c(C(=O)NC(C)c2ccccc2)cc2c(=O)n3cccc(C)c3nc21 (configuration not stated)	·	19%	-5%	-7%	-15%
25	Nc1c(C(=O)N/N=C/c2ccc(OCc3ccccc3)cc2)cnn1-c1ccccc1	-8%	7%	7%	2%	-11%
26	CCOC(=O)C1C(=O)C(C(=O)OCC)C(c2cccnc2)NC1c1cccnc1 (configuration not stated)	6%	12%	-2%	-1%	i
27	CCCC(C)NC(=O)CN1C(=O)c2cccc3cccc1c23 (configuration not stated)	8%	-17%	17%	11%	-14%
28	OC(c1ccccc1)C(CN1CCOCC1)c1ccccc1 (configuration not stated)	7%	18%	-2%	-6%	-3%
29	COc1ccc(C2NC(=S)NC3=C2N2CCC3CC2)cc1 (configuration not stated)	-1%	11%	-42%	8%	-25%
30	CCOC(=O)Cn1nc(-c2ccccc2)c2cnc3ccc(CC)cc3c21	-1%	?	-11%	?	0%

item	pAkt inh	Abeta rescue	D3 antag	GLP-1R agonist
21	i	9%	-3	-6%
22	·	-5%	·	·
23	i	9%	-28	-4%
24	·	-21%	·	-2%
25	i	-5%	9	8%
26	i	13%	18	-6%
27	i	5%	12	-10%
28	i	1%	-2	1%
29	i	9%	19	-1%
30	i	-12%	40	1%

# Remaining list, next part.
item	Molecule	aSyn yeast inh	GLP-1R inv ag	FUS yeast rescue	TDP-43 yeast inh	PTHR1 ag
31	O=C(CCN1C(=O)c2ccc([N+](=O)[O-])cc2C1=O)Nc1cccc(O)c1	5%	17%	-9%	11%	-10%
32	CCC(C(=O)Nc1cccnc1)c1ccccc1 (configuration not stated)	-4%	-2%	-13%	5%	-7%
33	Cc1ccc(C(=O)COc2nc(C)cc(C)c2C#N)cc1	-10%	-15%	25%	15%	-3%[57.5 µM]
34	CCCn1c(=C(C#N)C#N)s/c(=C2\C=Cc3ccccc3N2CC)c1=O	1%	11%	-21%	7%	i
35	O=C(COC(=O)/C=C/c1cccs1)NC1CC1	-3%	21%	17%	-27%[1.82 µM]	2%
36	O=C(NC1CCCC1)C(c1cccs1)N(CC1CCCO1)C(=O)Cc1cccs1 (configuration not stated)	-13%	-6%	9%	-3%	i
37	COc1ccc(C(C(=O)NC2CCCCC2)N(C(=O)c2sc(C)nc2C)c2ccc(OC)cc2)cc1 (configuration not stated)	2%	21%	-5%	-10%	-16%
38	Cc1ccc(CNC(=O)C2CCC(=O)N(CC3CCCCC3)C2)o1 (configuration not stated)	-1%	15%	·	-10%	i
39	O=C(COc1ccccc1F)NNC(=O)c1ccc(N2CCCCC2)c([N+](=O)[O-])c1	1%	1%	·	19%	-18%
40	Cc1ccc2c(c1)N(C(=O)CCC(=O)NCCCN1CC(C)CC(C)C1)CCO2 (configuration not stated)	-2%	-27%	-17%	10%	i

item	pAkt inh	Abeta rescue	D3 antag	GLP-1R agonist
31	i	1%	1	6%
32	i	-3%	31	-3%
33	i	10%	-16	8%
34	i	1%	0	-11%
35	i	-13%	2	10%
36	i	8%	-7	6%
37	i	13%	10	-1%
38	i	0%	-8	-4%
39	i	4%	-1	-26%
40	i	0%	-25	5%

# Later entries.
item	Molecule	aSyn yeast inh	GLP-1R inv ag	FUS yeast rescue	TDP-43 yeast inh	PTHR1 ag
41	COc1ccc(N/C(=C/[N+](=O)[O-])SC)cc1	8%	33%[activator]	0%	-1%	i
42	C[C@H]1CN([C@@H](C)CO)C(=O)CCCn2nncc2CO[C@H]1CN(C)C(=O)C1CCCCC1	-1%	10%	-18%	0%	-22%
43	O=C(NCCN1CCC(n2c(=O)[nH]c3ccccc32)CC1)c1ccc(OC(F)(F)F)cc1	1%	?	-6%	-3%	-65%[inhibitor]
44	CC(=O)OC(COc1ccccc1)Cn1cnc2cc(C)c(C)cc21 (configuration not stated)	-1%	-14%&-11%	-14%&3%	4%&20%	-87%&-55%[inhibitor]

item	pAkt inh	Abeta rescue	D3 antag	GLP-1R agonist
41	i	-6%	-6	11%
42	i	7%	16	8%
43	i	-7%	-86*	-1%
44	i	-1%&-1%	-59*	-7%

# Compounds shown so far with a nitro group on carbon:
item	Molecule	aSyn yeast inh	GLP-1R inv ag	FUS yeast rescue	TDP-43 yeast inh	PTHR1 ag
21	O=[N+]([O-])c1ccc2nc(C(O)C(O)c3nc4ccc([N+](=O)[O-])cc4[nH]3)[nH]c2c1 (configuration not stated)	-3%	-8%	-11%	12%	i
31	O=C(CCN1C(=O)c2ccc([N+](=O)[O-])cc2C1=O)Nc1cccc(O)c1	5%	17%	-9%	11%	-10%
39	O=C(COc1ccccc1F)NNC(=O)c1ccc(N2CCCCC2)c([N+](=O)[O-])c1	1%	1%	·	19%	-18%
41	COc1ccc(N/C(=C/[N+](=O)[O-])SC)cc1	8%	33%[activator]	0%	-1%	i

item	pAkt inh	Abeta rescue	D3 antag	GLP-1R agonist
21	i	9%	-3	-6%
31	i	1%	1	6%
39	i	4%	-1	-26%
41	i	-6%	-6	11%

# Screens: PubChem BioAssay, National Center for Advancing Translational Sciences (NCATS)
